# Assay outcomes (PubChem)
# MITF primary: blocks human microphthalmia-associated transcription factor. AID 1259374. O75030. AlphaScreen MITF homodimerization, bead proximity signal. inhibition, % at 2.6 µM. actives 0.91% (n = 650,000); in the data active = inhibition above about 50%;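 also: 0% = vehicle wells with protein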
# GPR151 activ: activators of human GPR151 | PathHunter beta-arrestin GPR151 cells, luminescence | activation, % at 11.2 µM | actives 1% (n = 650,000) | AID 1508602; in the data active = activation above about 4.9%;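 also: 0% = median of compound wells and 100% = cells with positive control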
# Target sequence (Q8TDV0 whole entry, looked up): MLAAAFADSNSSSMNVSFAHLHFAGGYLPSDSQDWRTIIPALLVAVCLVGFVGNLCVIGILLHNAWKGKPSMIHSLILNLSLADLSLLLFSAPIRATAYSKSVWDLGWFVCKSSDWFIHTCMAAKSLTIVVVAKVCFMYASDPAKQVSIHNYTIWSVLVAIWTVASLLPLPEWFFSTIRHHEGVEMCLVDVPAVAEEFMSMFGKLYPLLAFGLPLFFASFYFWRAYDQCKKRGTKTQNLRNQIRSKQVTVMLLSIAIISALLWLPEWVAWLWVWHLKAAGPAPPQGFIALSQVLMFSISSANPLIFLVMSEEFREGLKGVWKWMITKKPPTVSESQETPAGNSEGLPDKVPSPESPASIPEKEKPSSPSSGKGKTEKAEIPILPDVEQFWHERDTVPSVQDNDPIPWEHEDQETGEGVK
# TEAD-YAP block: TEAD-YAP interaction inhibition. inhibition, % at 9.12 µM. actives 1.4% (n = 640,000). HEK-TIYL cells, TEAD-Gal4/YAP UAS-luciferase luminescence. AID 1259422; in the data active = inhibition above about 32%;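 also: 0% = median of test compound wells and 100% = reference inhibitor wells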
# FBW7 activator: human FBW7 E3 ligase activation, primary screen; Q969H0; AlphaScreen FBW7–phospho-cyclin E peptide binding, activator screen; normalized activity (activation), % at 26.1 µM; actives 0.13% (n = 650,000); AID 1259310; in the data active = normalized activity above about 1.9%;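 also: purified mutant Fbw7 with reduced substrate affinity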
# Target sequence (Q969H0 whole entry, looked up): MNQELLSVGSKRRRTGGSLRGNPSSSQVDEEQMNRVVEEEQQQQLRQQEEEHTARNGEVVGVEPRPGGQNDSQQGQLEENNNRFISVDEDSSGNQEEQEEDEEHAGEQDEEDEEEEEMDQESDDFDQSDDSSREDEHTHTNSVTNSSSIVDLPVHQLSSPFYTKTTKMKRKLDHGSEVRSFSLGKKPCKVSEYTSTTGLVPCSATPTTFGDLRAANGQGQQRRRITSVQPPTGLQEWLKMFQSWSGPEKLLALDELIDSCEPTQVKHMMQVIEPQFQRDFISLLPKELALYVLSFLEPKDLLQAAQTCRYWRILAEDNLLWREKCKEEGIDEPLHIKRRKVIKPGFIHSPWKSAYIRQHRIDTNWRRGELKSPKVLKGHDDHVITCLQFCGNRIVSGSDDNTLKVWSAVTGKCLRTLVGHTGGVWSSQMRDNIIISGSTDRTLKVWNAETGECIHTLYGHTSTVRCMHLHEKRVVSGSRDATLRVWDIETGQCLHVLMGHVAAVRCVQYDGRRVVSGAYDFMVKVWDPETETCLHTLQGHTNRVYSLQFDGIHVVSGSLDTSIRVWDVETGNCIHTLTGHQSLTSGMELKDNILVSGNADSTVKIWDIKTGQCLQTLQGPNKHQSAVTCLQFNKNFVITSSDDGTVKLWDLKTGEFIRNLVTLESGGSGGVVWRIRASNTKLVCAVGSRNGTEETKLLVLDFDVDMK
# Starred values were filed as active, the others as inactive.
SMILES,MITF primary,GPR151 activ,TEAD-YAP block,FBW7 activator
O=S(=O)(NCc1nc(-c2ccncc2)n[nH]1)c1ccc(Br)cc1,-5,-1.0,-7,0.0
O=C(CCN1Cc2ccccc2OC(c2ccccc2)C1)NCc1cccs1 (stereo not drawn),-15,2.4,-4,-0.1
CC(C)Nc1nc(NC2CCCC2)nc(N2CCOCC2)n1,-2,-0.1,14,0.0
CCOC(=O)CSc1ncnc2sc(C)c(C)c12,-6,0.4,-6,0.1
CCOc1ccc(C(=O)Nc2ccc(NC(=O)c3ccccc3Br)cc2)cc1,3,2.0,4,0.1
COc1ccc(-c2nnc(SCC(=O)Nc3ccc(F)c(F)c3)n2N)cc1,3,0.5,-5,0.0
CCOC(=O)c1c(-c2ccc(C)cc2)csc1NC(=O)c1ccccc1F,-8,0.1,-7,-0.1
CCN(CC)C(=O)C1=CC(c2ccc(C)cc2)=NS(=O)(=O)N1C,16,1.8,4,0.6
CSCCC(NS(=O)(=O)c1ccc2c(c1)C(=O)c1cc(S(=O)(=O)NC(CCSC)C(=O)O)ccc1-2)C(=O)O (stereo not drawn),7,1.3,-3,-0.2
CCCCNc1nc(CC(=O)OC)nc2sc(C)c(C)c12,-1,0.4,-27,0.0
COc1ccc(-c2noc(CCC(=O)Nc3cc(C)ccc3C)n2)cc1OC,2,2.3,5,-0.1
CCOc1ccc(NC(=O)CSc2nc3[nH]ncc3c(=O)n2-c2ccc(Br)cc2)cc1,2,2.7,24,-0.1

# The final two compounds of the part above come first, to join the parts:
SMILES,MITF primary,GPR151 activ,TEAD-YAP block,FBW7 activator
COc1ccc(-c2noc(CCC(=O)Nc3cc(C)ccc3C)n2)cc1OC,2,2.3,5,-0.1
CCOc1ccc(NC(=O)CSc2nc3[nH]ncc3c(=O)n2-c2ccc(Br)cc2)cc1,2,2.7,24,-0.1
COc1cccc(Nc2nc(N3CCN(CCO)CC3)nc3c2cnn3C)c1,10,1.9,41*,0.2
Cc1ccc(NC(=O)CCC(=O)OCC(=O)c2ccccc2)cc1C,-9,-0.3,3,-0.2
Cc1cc2c(o1)c1cnn(CC(=O)NC(C)C)c(=O)c1n2C(C)C,21,-1.8,-18,0.1
O=C(COc1ccccc1/C=C1/NC(=O)N(c2ccccc2)C1=O)Nc1ccccc1,10,3.0,-21,0.0
COc1ccc(Cl)cc1C(=O)NN1C(=S)NC(C)(C)C=C1C,3,0.1,8,-0.1
CCCCOc1ccc(C(=O)NCCOc2cc(C)ccc2C(C)C)cc1,0,-0.9,16,0.1
CC(C)Cc1cc(-c2ccc([N+](=O)[O-])cc2)c(C#N)c(N)n1,5,2.7,-26,-0.1
CCOC(=O)C1=C(N)N(c2ccc([N+](=O)[O-])cc2)C2=C(C(=O)CCC2)C1c1cc(OC)c(OC)c(OC)c1 (stereo not drawn),-2,-2.3,1,0.1
COc1cc(CN2CCSCC2)cc(I)c1O,26,0.0,4,-0.4
CCN1CCc2c(sc(NC(=O)c3ccc(S(=O)(=O)N4CCCCC4)cc3)c2C(N)=O)C1,20,-0.8,6,0.7
CN1CCN(c2ncc(-c3ccccc3N(C)C)n3ccnc23)CC1,1,-0.6,7,0.1
COc1ccc(-n2c(SCC(=O)Nc3cccc(O)c3)nnc2-c2cccnc2)cc1,30,-1.1,-9,0.2
COc1ccccc1NC(=O)CNC(=O)c1nn(-c2ccc(OC)c(OC)c2)c(=O)c2ccccc12,12,-0.9,-5,0.1
Cc1cc([N+](=O)[O-])cc2c1nnn2O,6,3.0,6,-0.1
CCOC(=O)C1=C(C)N=c2s/c(=C\c3ccc(N4CCCCC4)o3)c(=O)n2C1c1cccc(OC)c1 (stereo not drawn),1,-0.2,1,-0.1
O=C(N/N=C/c1cccs1)C1CC(=O)N(c2ccccc2)C1 (stereo not drawn),1,-0.7,10,0.6
Cc1nc2cc(NCc3ccc(Br)cc3)ccc2n1C,-7,-2.9,-59,0.0
O=C(NCc1ccccc1)c1csc(NC2CCN(Cc3ccccc3)CC2)n1,-11,0.1,3,-0.1
C=CCc1cc(OC)ccc1OCCNC1CCCC1,44,-2.8,3,0.1
CCOc1ccccc1N1CCN(C(=O)c2cc(-c3ccc(C(C)(C)C)cc3)nc3ccccc23)CC1,7,-0.7,3,0.1
O=C(Nc1ccccc1)c1cc([N+](=O)[O-])ccc1N1CCOCC1,19,-0.9,-6,0.1
O=C(N/N=C/c1c2ccccc2cc2ccccc12)C(=O)Nc1ccccc1F,7,0.7,0,0.0
CS(=O)(=O)Nc1ccc(F)cc1,-12,3.5,0,0.1
Cc1ccc(C)c(N(CC(=O)N2CCOCC2)S(=O)(=O)c2ccccc2)c1,-6,-0.8,7,0.0
CCC(=O)Nc1ccc(C(=O)c2ccccc2)cc1NC(=O)CC,-12,0.3,-7,-0.1
O=C(CSc1nnc2sc3ccccc3n12)Nc1ccc(C(=O)O)cc1,-3,1.5,1,-0.2
COc1cc(C=O)ccc1Oc1nnnn1-c1ccc(C(=O)O)cc1,-3,0.3,-11,-0.3
CCOC(CNC(=O)C1CCCN(C(=O)c2cn(C)nc2OC)C1)OCC (stereo not drawn),-4,-1.1,4,-0.2
CC(=O)NNC(=O)c1cc([N+](=O)[O-])cc([N+](=O)[O-])c1,-15,-0.1,-7,-0.2
O=S(=O)(c1ccccc1F)N1CCC(c2nc(-c3ccncc3)n[nH]2)CC1,10,-0.2,2,0.1
CC(=O)Oc1ccc(C(=O)Nc2ccc3c(c2)C(=O)N(CC2CCCO2)C3=O)cc1 (stereo not drawn),0,-0.4,21,0.0
CC(=O)c1cccc(-c2cnc(NCC3CC3)c3nccn23)c1,-12,1.5,-48,-0.3
N#C/C(=C\c1cccnc1)c1nnc2n1CCCCC2,-13,2.7,-15,-0.1
O=C(CSc1ccccn1)Nn1cnnc1,-7,-0.6,3,-0.1
Nc1c(C(=O)N2CCCCC2)sc2nc3cc4c(cc3cc12)OCO4,13,-0.4,-14,0.0
CC1CCCCN1CCNC(=O)C1CCN(S(=O)(=O)c2cccc3cccnc23)CC1 (stereo not drawn),-2,-0.2,6,0.1

# Only FBW7 activator, MITF primary and GPR151 activ, for 2 of the compounds above:
molecule | FBW7 activator | MITF primary | GPR151 activ
CCC(=O)Nc1ccc(C(=O)c2ccccc2)cc1NC(=O)CC | -0.1 | -12 | 0.3
O=C(CSc1nnc2sc3ccccc3n12)Nc1ccc(C(=O)O)cc1 | -0.2 | -3 | 1.5

# Remaining list, next part:
SMILES,MITF primary,GPR151 activ,TEAD-YAP block,FBW7 activator
COc1ccccc1-c1cc(C(=O)Nc2sc3c(c2C#N)CCC3)no1,10,0.2,5,-0.1
Nc1nn(-c2ccccc2)nc1C(=O)OCc1cccc(Br)c1,-3,0.4,7,0.0
Cc1nn(C(=O)c2ccc(Cl)cc2)c(C)c1Sc1ccc(Cl)cc1,9,-0.3,-4,0.1
COc1ccc(N(C)S(=O)(=O)c2ccc3c(c2)OCC(=O)N3)c(OC)c1,-3,-0.6,-7,0.2
COc1ccc(C(=O)Oc2cc(/C=C3\SC(N)=NC3=O)ccc2OC)cc1,8,-1.6,4,0.6
COc1cccc(-c2nc(SCC(=O)Nc3sc4c(c3C#N)CCCC4)[nH]c(=O)c2C#N)c1,11,-0.6,13,-0.1
COC(=O)Nc1ccc2c(c1)N(C(=O)CCN1CCN3CCCC3C1)c1ccccc1CC2 (stereo not drawn),13,0.0,3,0.1
CCOc1ccc(C(=O)Nc2nncs2)cc1OCC,3,-0.6,-1,0.0
CCCC/C=C/c1cnc2ccc(NCc3ccc(S(N)(=O)=O)cc3)nn12,-24,-0.3,1,-0.6
COc1ccc(OC)c2[nH]c(=O)c(CCNC(=O)/C=C\c3ccc4c(c3)OCO4)cc12,5,-0.5,-3,0.1
COc1cc(C(=O)N2c3ccc(F)cc3CCC2C)cc(OC)c1OC (stereo not drawn),16,1.8,16,0.5
Cc1ccc(NC(=O)c2sc3ncn(CC(=O)N4CCCCC4)c(=O)c3c2C)c(Br)c1,-1,-0.8,1,-0.1
CC(C)(C)C(=O)Nc1nncs1,-12,-1.8,-11,-0.1
Nc1ccc(-c2cnn3c(NCc4ccccn4)ccnc23)cc1,2,1.3,9,0.3
CC(C(=O)NC1CCCCCC1)c1ccc([N+](=O)[O-])cc1 (stereo not drawn),11,-0.1,3,0.0
CCc1cc2c(=O)c(-c3nc4ccccc4n3C)c(C)oc2c(CN(CC)CC)c1O,2,1.6,-1,0.0
COc1ccc(S(=O)(=O)N(C)CC(=O)Nc2ccc(F)c(Cl)c2)cc1,14,0.7,9,0.0
CCOc1cc(C(N)=O)cc(OCC)c1OCC,18,-1.0,2,0.9
Cc1ccc(NC(=O)CCc2c(C)[nH]c(=O)c(C#N)c2C)cc1,17,-2.7,5,-0.1
CC1=C(C(=O)CN2CCN(c3ccccc3)CC2)N2C=CC=CC2N1 (stereo not drawn),5,9.2*,7,-0.1
c1cc(CN2CCc3nncn3CC2)n(-c2nccs2)c1,5,0.6,-9,0.0
CCOc1cc(C)c(S(=O)(=O)N2CCOCC2)cc1C(C)C,1,0.3,2,-0.1
Cc1ccc(NC(=O)COC(=O)c2ccc(NC(N)=O)cc2)c(F)c1,3,-0.9,-3,0.1
CSc1nnc2c3c4c(sc3nc(C)n12)CCC4,-8,0.3,3,-0.2
C=CCn1c(SCC(=O)Nc2ccc(Cl)cc2)nc2sc3c(c2c1=O)CCCC3,-3,-0.7,9,0.1
Cc1ccc(C)c(OCc2cc(C(=O)N3CCNC(=O)CC3)no2)c1,33,-1.8,-2,0.4
CC(=O)c1cccc(NC(=O)CCCn2cc([N+](=O)[O-])cn2)c1,4,0.6,0,0.0
Cc1ccc(-c2c(NCCCc3ccccc3)c(=O)c2=O)cc1,12,1.2,-2,0.4
Cc1cc2[nH]c(=O)c(=O)[nH]c2cc1S(=O)(=O)Nc1ccc(Cl)cc1F,1,1.2,-5,-0.1
COc1ccc(-c2cnn3c(NCc4ccc(F)cc4)ccnc23)cn1,-6,0.8,-7,-0.2
CCOC(=O)c1nnn(-c2nonc2N)c1CN1CCCc2ccccc21,20,0.9,-8,0.1
C=CCOc1ccc(/C=C2/C(=O)ON=C2C)cc1Br,12,0.1,-11,0.1
O=C(NCCN1CCOCC1)c1cccc(N2CCN(c3ccccn3)CC2)n1,-6,-0.7,-4,-0.1
COc1ccc(Cn2nnc(C(=O)Nc3ccc(Cl)cc3)c2N)cc1,22,-0.4,-2,0.0
COc1ccc(NC(=O)CSc2nc3cccnc3n2Cc2ccccc2)cc1,-6,-0.4,2,0.8
CC1=C(C(=O)OC2CCCCC2)C(c2cccc3ccccc23)C2=C(CC(c3ccccc3)CC2=O)N1 (stereo not drawn),-13,1.6,-8,0.3
COc1ccccc1N(CC(=O)NCCSCc1ccc(C)cc1)S(C)(=O)=O,-10,2.1,-2,-0.2
CC(C)c1nc(SCC(=O)N(C)C)c2ccccc2n1,27,-1.1,1,0.1
O=C(COc1ccc(Cl)cc1Cl)NN=C1CCCCC1,20,-1.9,3,0.1
CCCNc1nc(NC2CCN(Cc3ccccc3)CC2)nc2c1ncn2C1CCCCC1,18,3.9,-22,-0.1
COC(=O)Nc1scc(-c2ccc(F)cc2)c1C(=O)OC,13,2.8,-3,0.0
CC(C)(C)c1ccc(OCC(=O)N2CCN(c3ccc([N+](=O)[O-])c(NC4CC4)c3)CC2)cc1,12,1.3,-32,-0.1
CCN(CC)C(=O)/C(=C/c1cn(CC)c2ccccc12)NC(=O)c1ccccc1,-3,-0.5,5,-0.2
CC(OC(=O)/C(C#N)=C/c1ccc2c(c1)OCO2)C(=O)Nc1ccc([N+](=O)[O-])cc1Cl (stereo not drawn),-2,0.5,-5,0.0
C/C(=N\NC(=O)COc1ccc([N+](=O)[O-])cc1Br)c1ccc(F)cc1,-13,0.0,-9,-0.1
c1nc2sc3c(c2c2nnc(C4CCCCC4)n12)CCCC3,-11,0.1,9,-0.2
CCOc1ccc(OCCC(=O)Nc2ccc(NC(C)=O)cc2)cc1,-8,0.4,-10,-0.1
CCOc1ccccc1/C=C1/C(=O)NN(c2ccc(C)c(Cl)c2)C1=O,2,2.8,-5,-0.1

# Rewritten with tabs: entries from further up
compound	MITF primary	GPR151 activ	TEAD-YAP block	FBW7 activator
CC(C)c1nc(SCC(=O)N(C)C)c2ccccc2n1	27	-1.1	1	0.1
O=C(COc1ccc(Cl)cc1Cl)NN=C1CCCCC1	20	-1.9	3	0.1
CCCNc1nc(NC2CCN(Cc3ccccc3)CC2)nc2c1ncn2C1CCCCC1	18	3.9	-22	-0.1
COC(=O)Nc1scc(-c2ccc(F)cc2)c1C(=O)OC	13	2.8	-3	0.0
CC(C)(C)c1ccc(OCC(=O)N2CCN(c3ccc([N+](=O)[O-])c(NC4CC4)c3)CC2)cc1	12	1.3	-32	-0.1
CCN(CC)C(=O)/C(=C/c1cn(CC)c2ccccc12)NC(=O)c1ccccc1	-3	-0.5	5	-0.2
CC(OC(=O)/C(C#N)=C/c1ccc2c(c1)OCO2)C(=O)Nc1ccc([N+](=O)[O-])cc1Cl (stereo not drawn)	-2	0.5	-5	0.0

# Next structures:
SMILES,MITF primary,GPR151 activ,TEAD-YAP block,FBW7 activator
CC(=O)Nc1ccc(C2C3=C(CCCC3=O)Nc3[nH]n(-c4ccccc4)c(=O)c32)cc1 (stereo not drawn),5,0.3,-5,0.0
CCOc1ccccc1C1C2=C(CC(C)(C)CC2=O)Nc2ncnn21 (stereo not drawn),0,1.7,1,0.1
O=C(c1cccc(F)c1)N1C2C=CC(C2)C1(C(F)(F)F)C(F)(F)F (stereo not drawn),-1,1.2,-5,0.0
CCC(C)NC(=O)CN(c1ccc(C)cc1C)S(=O)(=O)c1ccccc1 (stereo not drawn),2,-2.1,-7,0.0
CCn1c(CC(=O)Nc2ccc(C)cc2)nnc1SCC(=O)Nc1cccc(F)c1,5,-0.2,-6,0.1
CCN(C(=O)Cc1c(C(=O)O)n(CC)c2ccccc12)c1ccc(C)cc1C,-4,-0.2,7,0.1

# Rows are unselected. Share with any hit: about 3.4%.
